Screening results from PubChem BioAssay.
HepG2 tox: counter-screen for TGF-b inhibitors: cytotoxicity in HepG2 cells | HepG2 CAGA-GFP viability, ATP luminescence, 18 h | Potency, µM (doses to about 46.1 µM), for the others: at the top dose activity change, negative = cytotoxicity, most hits filed as cytotoxic | 410,000 tested, 0.76% active; further: potency means the concentration at half of the fitted maximal effect; some results filed as inactive show a strong effect at the top dose
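HepG2 CAGA-GFP cells (1000/well, DMEM with 1% FBS) received compound, then TGF-beta at 500 pg/mL final, and were incubated 18 hours at 37 degrees C. Viability was read by CellTiter-Glo luminescence. Media-only wells were set as complete cell-killing and DMSO as no toxicity.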
TGFb inhibitor: blocks TGF-b signaling | HepG2 CAGA-GFP TGF-b/SMAD3 reporter, GFP fluorescence, 18 h; TGF-beta stimulated, 500 pg/mL final | Potency, µM (top dose mostly 46.1 µM), without a hit: top-dose activity, negative = inhibition, actives largely listed as inhibitors | 410,000 tested, 1.2% active | AID 588855; further: potency means the concentration at half of the fitted maximal effect; on the % scale 0 is the no-effect control and ±100 the full control effect; nearly all actives have a fitted effect of over 65% in size
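First, reporter cells (HEPG2 CAGA-GFP) rested 2 h at 37 degrees C. Next, compounds were pinned in and TGF-beta added to 500 pg/mL final. After 18 h, GFP was imaged per cell and summed per well.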
S2 tox: viability counter-screen for ATXN expression inhibitors. S2 cells (HEK-293 line with an ATXN2-luciferase reporter) viability, CellTiter-Fluor protease fluorescence, 24 h. Potency, µM (titrated, usually from 56.7 µM), usual class: cytotoxic. 400,000 tested, 0.49% active; further: potency means the concentration at half of the fitted maximal effect; nearly all actives have a fitted effect of over 40% in size
Nrf2 activator: activators of Nrf2 (ARE) signaling; AREc32 ARE-luciferase reporter (MCF7-derived line), luminescence, 24 h; Potency, µM (doses to about 46.1 µM), for the others: at the top dose activation, hits mostly activators; 410,000 tested, 0.31% active; further: potency means the concentration at half of the fitted maximal effect; % of control where 0% means no effect; nearly all actives have a fitted effect of over 65% in size
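Nrf2 activation is followed as ARE-luciferase induction in the AREc32 line after one day of compound treatment; luminescence is read with Steady-Glo.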
Nrf2 inh: blocks Nrf2 signaling; A549 ARE-Fluc reporter, luciferase luminescence, 18-24 h; Potency, µM (highest dose often 46 µM), for inactives: at the highest dose activity change, negative = inhibition, most hits filed as inhibitors; 360,000 tested, 2.1% active; AID 504444; further: potency means the concentration at half of the fitted maximal effect; on the % scale 0 is the no-effect control and ±100 the full control effect; nearly all actives have a fitted effect of over 60% in size
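Two sequential reads on A549 ARE_Fluc cells exposed to compound for 18-24 h: a CellTiter-Fluor fluorescence read for viability, then a luciferase luminescence read for Nrf2/ARE activity.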
A549 tox: kills or reduces viability of A549 cells in Nrf2 counter-screen; A549 ARE-Fluc cells, CellTiter-Fluor viability, 18-24 h; AID 504648; 390,000 tested, 0.16% active; Potency, µM (doses to about 46 µM), for the others: top-dose activity change, negative = cytotoxicity, hits mostly inhibitors; further: potency means the concentration at half of the fitted maximal effect; on the % scale 0 is the no-effect control and ±100 the full control effect
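A549 ARE-Fluc cells in 5% FBS OPTI-MEM, 5000 cells/well, rested 2 h then exposed to compounds in concentration-response for 18-24 h at 37 °C. Viability by CellTiter-Fluor fluorescence (Ex 405/Em 525) after 30 min; luciferase luminescence (BugLite, 15 min, RT) read afterwards.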
ATXN2 expr inh: reduces ATXN2 reporter expression in HEK-293 cells; HEK-293 ATXN2-luciferase reporter, luminescence, 24 h; Potency, µM (top dose mostly 57 µM), without a hit: at the top dose activity change, negative = inhibition, actives largely listed as inhibitors; 360,000 tested, 0.72% active; further: potency means the concentration at half of the fitted maximal effect; on the % scale 0 is the no-effect control and ±100 the full control effect; nearly all actives have a fitted effect of over 55% in size
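qHTS (up to 57 uM final) was run with 24 h compound exposure of reporter cells at 37 °C. Each well was multiplexed: SteadyGlo luminescence measured ATXN2-luciferase expression after a fluorogenic Gly-Phe-AFC viability readout (25 uM final).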
IL-1B inflam inh: blocks inflammasome-driven IL-1 beta release | 360,000 tested, 4.7% active | THP-1 LPS/ATP IL-1B secretion, AlphaLISA, 16 h; active compounds read low | activity change, % at 57.5 µM; in the data active means activity change below about -50%; inconclusive means mostly about -30% to -49%; further: on the % scale 0 is the no-effect control and ±100 the full control effect
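THP-1 cells pretreated 1 hr with compounds (up to 57.5 uM final), then stimulated with LPS (250 ng/mL final) plus ATP (1.25 mM final); secreted IL-1B measured by AlphaLISA after 16 hr, decreased signal indicating inhibition.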
MCF10A rereplic: DNA re-replication induction in MCF 10a cells; Potency, µM (series often up to 46.1 µM), for inactives: at the top dose activity, positive = re-replication, hits mostly activators; MCF 10A DNA re-replication, Hoechst nuclear intensity, 48 h; AID 624296; 350,000 tested, 2.9% active; further: potency means the concentration at half of the fitted maximal effect; % of control where 0% means no effect; nearly all actives have a fitted effect of over 50% in size
An asterisk follows results filed as active; i = inactive; ? = inconclusive; / = no result given; [ ] = dose if it differs, or a comment. Unless noted, the call rests on the fitted dose curve; in most records, active means well fitted curve in the direction sought with a large enough effect; inconclusive means small, poorly fitted or top-dose-only effect, or another doubt; inactive means no such curve, though single readings can be large; an effect the other way counts as inactive or inconclusive.

Molecule,S2 tox,IL-1B inflam inh,MCF10A rereplic,ATXN2 expr inh,A549 tox,Nrf2 inh,TGFb inhibitor,HepG2 tox,Nrf2 activator
COC(=O)C1=C(O)/C(=C\c2ccc(O)c(OC)c2)N=C1C,i,10,1%,2%,-1%,/,-14%,-9%,5.3%
CC1Cc2cc(/C(O)=C3/C(=O)C(=O)N(CCCn4ccnc4)C3c3ccc(Br)cc3)ccc2O1 (stereo not given),i,6,-6%,/,-2%,-2%,-4%,-17%,-0.7%
CCCCNC(=S)N(CCCN(C)C)Cc1cc2cc3c(cc2[nH]c1=O)OCO3,i,-1,4%,/,?,6%,8%,1%,-0.4%
O=C(Cn1cccc1C(=O)c1ccccc1)NCCN1CCOCC1,i,9,0%,-6%,-5%,1%,?,2%,-0.3%
COc1ccc(NC(=O)Cn2cnc3sc(C)c(S(=O)(=O)N4CCN(c5ccccc5OC)CC4)c3c2=O)cc1OC,i,/,/,2%,1%,-2%[9.27 µM],-4%,-1%,-1.0%
Cc1cccc(OCCCC(=O)Nc2ccc(S(=O)(=O)Nc3ncccn3)cc2)c1C,i,41,-6%,-18%,-8%,-17%,1%,-3%,0.1%
O=C(COc1ccc(S(=O)(=O)N2CCCCC2)cc1)NCc1cccnc1,i,32,2%,7%,-4%,?,-7%,0%,-1.1%
CCC1CCCCN1C(=O)CSc1nc2c([nH]c3ccccc32)c(=O)n1C (stereo not given),?,19,1%,-9%,-7%,?,7%,-14%,-0.7%
COc1ccc(NC(=O)C2CCCN(C(=O)c3ccc(Cl)cc3)C2)cc1S(=O)(=O)N(C)C (stereo not given),i,12,3%,-12%,-1%,-19%,-10%,0%,-0.9%
CSc1nn(Cc2ccc(Cl)cc2)c(N(C(C)=O)C(C)=O)c1S(=O)(=O)c1ccccc1,/,/,/,?,-13%,?,?,-51%,0.0%
COc1ccc(COc2ccsc2C(=O)Nc2ccc(Cl)cc2)cc1,?,48,18µM*,-25%,?,?,-13%,-54%,8.9µM*
Cc1cc(C)c(/C=C/c2onc(C)c2S(=O)(=O)N2CCC(C(=O)Nc3ccc(Cl)c(C(F)(F)F)c3)CC2)c(C)c1,/,/,/,/,?,/,-6%,-10%,-0.7%
Cc1ccc(C)c(NC(=O)CSc2nc(=O)n(CCN3CCOCC3)c3c2CCCC3)c1,i,-3,5%,8%,-2%,-3%,17%,-17%,-0.4%
CN(C)C(=O)COC(=O)c1cccc(CN2C(=O)c3ccccc3C2=O)c1,i,7,-4%,16%,0%,-16%,15%,-2%,-0.7%
CC(=O)c1c(C)nc2ccccc2c1N,i,-1,8%,-6%,15%,/,-3%,0%,-0.2%
CCc1ccc2c(c1)NC(c1ccc(F)cc1)=NC(c1ccncc1)=N2,i,/,/,-6%,9%,13%,-1%,-3%,4.9%
CCn1c(SCC(=O)Nc2nc3c(s2)CCCC3)nnc1-c1ccccc1,i,-12,?,-7%,-12%,?,?,-34%,6.5%
Cc1ccc(/C=C/C(=O)OCC(=O)NCc2ccc(Cl)cc2)o1,i,-1,12%,6%,0%,5%,-30%,-16%,18%
COc1ccc(NC(=O)/C(C#N)=C\c2cc(OC)c(OCc3ccc(C(=O)O)cc3)cc2Br)cc1,i,1,16µM*,30%,1%,11%,0%,-35%,2.2%
O=C(Nc1nc2ccccc2s1)c1cc2c(s1)-c1ccccc1OC2,/,-6,?,?,-1%,-14%,0%,-10%,3.5%
Cc1[nH]c2ccc(C(C)C)cc2c1CC(=O)O,i,17,28%,4%,1%,6%,1%,8%,0.4%
Cc1ccc(/C(O)=C2\C(=O)C(=O)N(CCc3c[nH]c4ccccc34)C2c2cccnc2)cc1 (stereo not given),?,35,7%,-3%[11.3 µM],1%,-1%,-4%,-8%,-0.1%
O=C(Cn1cnc([N+](=O)[O-])n1)NC1CC1,?,25,-2%,-27%,-2%,3%,0%,-1%,-0.1%
Cc1cc(Cl)ccc1NC(=O)c1cc(S(=O)(=O)N2CCOCC2)cn1C,/,/,/,/,10%,/,1%,1%,1.1%
N#C/C(=C/c1ccc(-c2ccc([N+](=O)[O-])cc2)o1)C(=O)Nc1nc(-c2cccs2)cs1,i,16,?,3%,?,?,-2%,-8%,4.9%
Cc1ccc2nnc(Cl)n2n1,i,27,-1%,-12%,8%,?,-3%,11%,0.0%
CCOC(=O)Cc1csc(NC(=S)NC(=O)CC(C)C)n1,i,36,16%,1%,0%,18%,-12%,1%,0.2%
CCN(C(=O)COC(=O)CCC(=O)c1cccs1)c1c(N)n(Cc2ccccc2)c(=O)[nH]c1=O,i,11,-1%,-3%,-2%,-3%,17%,-16%,0.2%
CC(=O)Oc1ccc(N(C(C)=O)S(=O)(=O)c2cc([N+](=O)[O-])ccc2C)cc1,i,-8,1%,-10%,2%,11%,1%,-6%,0.3%
CCC1Sc2ccc(S(=O)(=O)Nc3ccc(OC)c(OC)c3)cc2NC1=O (stereo not given),i,-13,?,-14%,-7%,?,-15%,-5%,0.1%
COC(=O)c1ccccc1NC(=O)[C@H]1O[C@@H]2OC(C)(C)O[C@@H]2[C@H]2OC(C)(C)O[C@H]21,/,/,/,/,1%,4%,-8%,-2%,4.3%
COc1cc(NC(=O)c2cnn3c(C(F)F)cc(C4CC4)nc23)c(OC)cc1Cl,i,0,2%,/,-2%,1%,7%,2%,-0.6%
CCOc1ccc(Br)cc1S(=O)(=O)Nc1ccc(C(=O)OCC(=O)Nc2ccc(C#N)cc2)cc1,i,9,11%,/,6%,-7%,?,-9%,3.5%
CC(C)CCNC(=O)c1ccc(OC2CCN(S(=O)(=O)N(C)C)CC2)cc1,i,26,-1%[9.22 µM],2%,0%,4%,-8%,0%,4.0%
COc1ccccc1OCC(=O)Nc1sc2c(c1C(N)=O)CCC2,i,-26,4%,/,-3%,8%,4%,-4%,3.6%
CCc1ccc(NC(=O)CC2C(=O)N(c3cccc(C)c3)C(=O)N2Cc2ccc(F)cc2)cc1 (stereo not given),/,/,/,/,-4%,10%,?,-49%,4.5%
O=C(N/N=C/c1ccc(Cl)c([N+](=O)[O-])c1)c1ccc2c(c1)OCCO2,i,-15,0%,?,-9%,1%,-3%,-9%,1.4%
CC(C)(C)C1CCC(OC(=O)C[N+]2(C)CCCCC2)CC1 (stereo not given),i,-6,10%,2%,1%,-11%,-7%,-27%,0.2%
CC1CCCCN1C(=O)CSc1nc2ccccc2nc1Cc1ccccc1 (stereo not given),/,/,/,/,-21%,/,?,-52%,0.7%
O=C(c1ccc2c(c1)OCO2)N1CCN(S(=O)(=O)N2CCCCC2)CC1,i,30,-3%,3%,3%,5%,2%,-3%,4.0%
Cc1cccc(NS(=O)(=O)c2cc(C(=O)OCC(=O)Nc3cc(C)on3)ccc2C)c1,?,38,2%,-11%,7%,?,-12%,-23%,-0.1%
Cc1ccc(F)c(CNC(=O)C2(C)CCCN2C(=O)C(C)C)c1F (stereo not given),i,23,/,4%,/,/,14%,10%,-0.1%[9.22 µM]
CC(=O)Nc1ccc2nc(CN3CCN(CC(C)C)C(CCO)C3)ccc2c1 (stereo not given),i,9,-1%,17%,4%,13%,-5%,14%,0.0%
NC(=O)C(CCC(=O)c1ccc(Br)cc1)S(=O)(=O)c1ccccc1 (stereo not given),i,13,-1%,3%,-8%,2%,-23%,12%,-0.7%
CCC(NS(=O)(=O)c1ccc(OC)cc1)C(=O)NCCc1ccccc1 (stereo not given),i,7,0%,2%,-2%,-17%,-3%,4%,0.4%
O=C(c1ccc2c(c1)N(Cc1ccc(Cl)cc1)C(=O)c1ccccc1S2(=O)=O)N1CCc2ccccc21,i,/,/,-4%,-5%,12%,-3%,-20%,2.3%
C=CCn1c(SCc2cc([N+](=O)[O-])cc3c2OCOC3)nc2cc(C(=O)O)ccc2c1=O,i,0,24%,26%,-2%,-15%,3%,-2%,-0.3%
Cc1ccc(C2NC(=S)NC3=C2C(=O)CC(C)(C)C3)cc1 (stereo not given),i,-10,4%,-6%,-3%,1%,-8%,1%,-0.2%
O=C(CCn1c(=O)oc2ccccc21)N1CCc2ccccc21,i,0,13%,8%,-8%,20%,?,0%,-0.2%
Cc1ccc(CC(=O)Nc2ccncc2)cc1,i,1,1%,/,-4%,?,-13%,-11%,-0.2%
COc1ccc(C(=O)O)cc1S(=O)(=O)Nc1ccc(Oc2ccccc2)cc1,i,6,-2%,-7%,2%,4%,-2%,6%,-0.3%
COc1ccc(C)cc1N(CC(=O)Nc1cccnc1)S(=O)(=O)c1ccc(C)cc1,i,-1,1%,2%,-1%,-12%,-1%,-6%,-0.8%
CCc1nc(Nc2ccccc2OC)c2oc3ccccc3c2n1,i,-54*,?,-8%,-2%,?,-18%,-35%,2.5%
Nc1c2c(nc3sc4c(c13)CCCC4)CCCCCC2,?,32,?,/,0%,0%,11%,0%,0.9%
Cc1nn(-c2cccc(C(F)(F)F)c2)c(=O)c2ccccc12,?,16,-2%,0%,5%,0%,-4%,-5%,3.5µM*

Entries above with a CF3 group, in the order listed:
Molecule,S2 tox,IL-1B inflam inh,MCF10A rereplic,ATXN2 expr inh,A549 tox,Nrf2 inh,TGFb inhibitor,HepG2 tox,Nrf2 activator
Cc1cc(C)c(/C=C/c2onc(C)c2S(=O)(=O)N2CCC(C(=O)Nc3ccc(Cl)c(C(F)(F)F)c3)CC2)c(C)c1,/,/,/,/,?,/,-6%,-10%,-0.7%
Cc1nn(-c2cccc(C(F)(F)F)c2)c(=O)c2ccccc12,?,16,-2%,0%,5%,0%,-4%,-5%,3.5µM*
